TDP1 inh: blocks human tyrosyl-DNA phosphodiesterase 1; recombinant TDP1, AlphaScreen DNA substrate cleavage; Potency, µM (top dose mostly 130 µM), without a hit: at the top dose activity change, negative = inhibition, most hits filed as inhibitors; 350,000 compounds, 0.28% hits; note: nearly all actives have a fitted effect of over 40% in size
Target sequence (Q9NUW8 whole entry, looked up): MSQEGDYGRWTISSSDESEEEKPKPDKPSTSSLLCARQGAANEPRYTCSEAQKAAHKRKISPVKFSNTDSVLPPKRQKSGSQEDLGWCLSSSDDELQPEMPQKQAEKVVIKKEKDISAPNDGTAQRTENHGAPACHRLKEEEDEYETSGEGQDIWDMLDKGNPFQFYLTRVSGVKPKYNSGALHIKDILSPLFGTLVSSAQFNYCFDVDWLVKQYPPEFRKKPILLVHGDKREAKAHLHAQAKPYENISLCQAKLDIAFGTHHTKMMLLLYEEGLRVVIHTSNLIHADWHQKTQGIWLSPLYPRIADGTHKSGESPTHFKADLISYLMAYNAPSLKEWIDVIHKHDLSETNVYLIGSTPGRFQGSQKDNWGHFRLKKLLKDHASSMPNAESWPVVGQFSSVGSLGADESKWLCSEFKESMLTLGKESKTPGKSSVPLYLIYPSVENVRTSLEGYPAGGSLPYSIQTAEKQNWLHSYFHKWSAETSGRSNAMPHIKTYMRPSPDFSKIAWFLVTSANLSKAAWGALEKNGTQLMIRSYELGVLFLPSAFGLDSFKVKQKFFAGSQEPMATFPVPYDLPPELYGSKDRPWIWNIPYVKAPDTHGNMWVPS
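Tdp1 1 nM final; 15 min RT w/ cpd; substrate 15 nM, 5 min; beads 10 ug/ml, 10 min; AlphaScreen read. Neg ctrl: no enzyme.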
N370S GC mod: inhibitors or activators of N370S glucocerebrosidase for Gaucher disease; P04062; N370S GC spleen homogenate, 4MU-glucoside fluorescence; Potency, µM (titrated, usually from 59.4 µM), inactives show at the highest dose activity change, negative = inhibition, hits mostly inhibitors; 330,000 compounds, 0.092% hits;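 note: 0% = full enzyme activity and -100% = no enzyme basal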
DT40 TDP1 no CPT: qHTS for Inhibitors of human tyrosyl-DNA phosphodiesterase 1 (TDP1): qHTS in cells in absence of CPT; 420,000 compounds, 15% hits; AID 686978, 2013; Potency, µM (series often up to 46.2 µM), for inactives: at the top dose activity change, negative = growth inhibition, actives largely listed as inhibitors; DT40 Tdp1-/- hTDP1 cells, no CPT, ATP luminescence, 48 h; note: nearly all actives have a fitted effect of over 55% in size
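Compound effects on proliferation are scored in DT40 Tdp1-/-;hTDP1 cells in the absence of CPT. ATP levels (CellTiter-Glo luminescence) are recorded after a ≥48 hr, 37 °C incubation.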
Active calls of the source: *; u = inconclusive; x = not tested or not shown; & = joins results of further samples; [ ] = another dose, or the depositor's remark. Calls come from the whole dose curve; as a rule, active = well fitted curve in the direction sought with a large enough effect; inconclusive = small, poorly fitted or top-dose-only effect, or another doubt; inactive = no such curve, though single readings can be large; an effect the other way counts as inactive or inconclusive. Unless noted, % is set by controls: 0 for no effect and ±100 for the full control effect; potency is the fitted concentration of half-maximal effect. An excerpt; the hit share may differ from the screen's.

Structure	TDP1 inh	N370S GC mod	DT40 TDP1 no CPT
CC1(C)CC(NC(=O)C2CCCCC2)CC(C)(C)N1	1%	-2%	-7%
CCN(CC)c1ccc(-n2cc3c(=O)n(C)c(=O)n(C)c3c2)cc1	9%	8%	u
Cc1ccccc1NC(=O)C1Cc2ccccc2C(=O)O1 (stereo not given)	3%	2%	1%
S=C(NCc1ccccc1)N1CCN(c2ccccc2)CC1	2%	-10%	u
CN1C(=O)c2ccc(S(=O)(=O)c3ccc(C(=O)O)cc3)cc2C1=O	5%	2%	-10%
CC(C)CC(NC(=O)c1ccccc1)C(=O)OCC(=O)Nc1ccc(S(N)(=O)=O)cc1 (stereo not given)	5%	-1%	23%
CN(C)C(CNc1ccc(C(N)=O)cc1[N+](=O)[O-])c1ccccc1 (stereo not given)	4%[0.0935 µM]	-7%	-22%
CC(=O)Nc1ccc(S(=O)(=O)NCCN2CCOCC2)cc1	4%	-4%	1%
O=C(NCc1ccncc1)C(=O)NCC1OCCCN1S(=O)(=O)c1cc(F)ccc1F (stereo not given)	1%	2%	5%
Cc1ccc(C(=O)N2CCN(c3ccc(NC(=O)c4cc(C)cc(C)c4)cc3)CC2)cc1	1%	1%	u
COc1ccc(NC(=O)CCC(=O)OCc2ccc(Br)cc2)cc1	3%	8%	-6%
O=C(/C=C/c1ccc(Br)cc1)NC(=S)N1CCOCC1	-4%	4%	0%
CC(C)=CCC/C(C)=C/CC/C(C)=N/O	-6%	9%	6%
CCc1ccccc1NC(=O)C1C(c2ccccc2)C1(Cl)Cl (stereo not given)	-7%	-13%	-24%
O=[N+]([O-])c1cccc(C2NCC(c3ccccc3Cl)c3c2[nH]c2ccccc32)c1 (stereo not given)	7%	-12%	u
Cc1ccccc1-c1ocnc1C(=O)Nc1ccccc1NC(=O)c1ccccn1	x	-5%	u
COc1cc(/C=C/C(=O)OCC(=O)NCc2ccco2)ccc1OC(F)F	4%	4%	3%
COc1cc([N+](=O)[O-])ccc1NC(=S)N1CCN(c2ccccn2)CC1	3%	-2%	-15%
Clc1cccc(Cl)c1CNC1CCCC1	3%	-6%	-2%
COc1ccc(OC)c(NC(=O)Cn2cc(C#N)c3cc(Br)ccc32)c1	1%	8%	-25%

Random excerpt: 2 entries already listed.
Structure	TDP1 inh	N370S GC mod	DT40 TDP1 no CPT
CCc1ccccc1NC(=O)C1C(c2ccccc2)C1(Cl)Cl (stereo not given)	-7%	-13%	-24%
COc1ccc(OC)c(NC(=O)Cn2cc(C#N)c3cc(Br)ccc32)c1	1%	8%	-25%

The listing continues:
Structure	TDP1 inh	N370S GC mod	DT40 TDP1 no CPT
Cc1cc2c(c(C)c1Br)C(c1ccc3c(c1)OCO3)CC(=O)O2 (stereo not given)	-3%[56.1 µM]	7%[89.1 µM]	6%
O=C(CCN1C(=O)/C(=C/c2ccc(Cl)cc2)SC1=S)Nc1cccnc1	2%	-4%	u
O=C(Nc1ccccc1)c1ccccc1OS(=O)(=O)c1ccccc1	4%	5%	-30%
COc1ccccc1C1=Nn2c(nnc2-c2cccc(OC)c2OC)SC1	6%	-8%	x
O=C1CN(C(=O)c2ccc(Cl)nc2)c2ccccc2N1	-3%	20%	3%
COc1ccc(/C=C2/SC(=O)N(CCNC(=O)CC(NC(C)=O)c3ccccc3)C2=O)cc1 (stereo not given)	8%	-1%	u
COc1ccc(OC2CCN(S(=O)(=O)c3ccccc3)CC2)cc1	x	-1%	12%
COc1cc(NS(=O)(=O)c2ccc(NC(=O)c3ccc([N+](=O)[O-])cc3)cc2)ncn1	4%	-8%	-9%
CCC(O)C1CCN(Cc2cn(-c3ccc(OC)cc3)nc2-c2cccc(F)c2)CC1 (stereo not given)	-3%	-9%	21µM*
CC(C)CN(C(=O)c1ccc2c(c1)OCCO2)c1c(N)n(Cc2ccccc2)c(=O)[nH]c1=O	x	3%	-13%
CN1CCCC(OC(=O)c2ccc3c(c2)OCCO3)C1 (stereo not given)	1%	-8%	-14%
Cc1cc2cc(C)c3nnc(SCC(=O)Nc4ccc(S(=O)(=O)N5CCCCC5C)cc4)n3c2cc1C (stereo not given)	2%	12%	10µM*
Cc1nn(C)c(-c2n[nH]c(=S)n2-c2ccccc2)c1Cl	3%	-2%	-3%
CC(C)CCn1c(=O)c2c(nc3n2CCCN3Cc2ccccc2)n(C)c1=O	x	-9%	21µM*
Cc1cc(C)n(-c2nnc(C)n2/N=C/c2ccccc2O)n1	2%	4%	-2%
CN(O)/C=N/C(=S)Nc1ccc(Cl)cc1Cl	2%	2%	u
COc1cccc([C@@H]2CC=C(C(=O)O)[C@H](c3ccc(Cl)cc3)N2S(=O)(=O)c2ccc(C)cc2)c1	2%	10%	-5%
FC(F)(F)c1nc2ccccc2n1CCNc1nc(CN2CCCCC2)cs1	x	-11%	-5%
CN1CCN(S(=O)(=O)c2cccc(C(=O)NCc3ccccc3Cl)c2)CC1	-5%	0%	1%
CCOC(=O)c1snc(-c2ccc(F)cc2)c1N	1%	1%	10%

Whole records, quoted from the list:
Cc1cc(C)n(-c2nnc(C)n2/N=C/c2ccccc2O)n1 as listed: TDP1 inh: 2%; N370S GC mod: 4%; DT40 TDP1 no CPT: -2%
COc1cc([N+](=O)[O-])ccc1NC(=S)N1CCN(c2ccccn2)CC1 as listed: TDP1 inh: 3%; N370S GC mod: -2%; DT40 TDP1 no CPT: -15%
CN(O)/C=N/C(=S)Nc1ccc(Cl)cc1Cl as listed: TDP1 inh: 2%; N370S GC mod: 2%; DT40 TDP1 no CPT: u

(more compounds)
Structure	TDP1 inh	N370S GC mod	DT40 TDP1 no CPT
Cc1cc(OCC(=O)NC(Cc2c[nH]c3ccc(O)cc23)C(=O)O)c2c(C)c(C)c(=O)oc2c1 (stereo not given)	x	-5%	1%
COc1ccc(NC(=O)CN(C)C(=O)c2cccc(S(=O)(=O)N3CCCc4ccccc43)c2)cc1	2%	-10%	-22%
CCOc1ccc(NC(=O)CSc2nc3[nH]ncc3c(=O)[nH]2)cc1	x	-10%	-1%
COc1cc(S(=O)(=O)N2CCN(Cc3cccs3)CC2)ccc1NC(C)=O	0%	x	4%
Cc1cc(CC(=O)O)c(C)n1-c1ccc(Cl)cc1	11%	x	u
O=S(=O)(c1cccc(-c2csc(-c3cccnc3)n2)c1)N1CCOCC1	5%	-2%	u
COc1ccccc1NC(=O)C(C)Sc1nnc2ccccn12 (stereo not given)	1%	x	u
COc1ccc(CCNC(C(=O)Nc2cc(C)cc(C)c2)c2ccccc2)cc1 (stereo not given)	3%	-6%	u
NS(=O)(=O)c1ccc(NC(=S)NC(=O)/C=C/c2cccs2)cc1	6%	1%	-7%
COc1ccc(NC(=S)N/N=C/c2cccn2Cc2ccc(F)cc2Cl)cc1	5%	u	10µM*
CC(=O)c1cccc(NC(=O)C(C)OC(=O)c2cccc(S(=O)(=O)N3CCN(C)CC3)c2)c1 (stereo not given)	0%	x	-1%
CSc1ccccc1NC(=O)CN(c1ccccc1Br)S(C)(=O)=O	4%	22%	u
CCC1Oc2ccc(C)cc2N(CC(=O)N(Cc2ccncc2)Cc2ccco2)C1=O (stereo not given)	9%	u	u
NNC(=O)C(Cc1ccc(O)cc1)N1Cc2ccccc2C1=O (stereo not given)	x	-13%	19%
O=C(O)Cc1ccc2c(c1)N(S(=O)(=O)c1cccc(C(F)(F)F)c1)CC(C(=O)O)O2 (stereo not given)	4%	5%	-1%
C=CCn1c(Oc2ccccc2F)nc2c1c(=O)n(C)c(=O)n2C	4%	2%	-26%
CCc1nc(SCC(=O)N2CCCC2)c2ccccc2n1	2%	14%	-10%
Cc1noc(NS(=O)(=O)c2ccc(NC(=O)C(CC(C)C)N3C(=O)c4ccccc4C3=O)cc2)c1C (stereo not given)	8%	9%	-15%
COc1ccc(-n2cc(-c3ccccc3)c3c(NCCc4ccc(OC)c(OC)c4)ncnc32)cc1	10%	x	21µM*
COc1cccc2c1cc1c(=O)n(CC(=O)NC3CC3)nc(C)n12	-2%	x	u

Already shown: entries from further up.
Structure	TDP1 inh	N370S GC mod	DT40 TDP1 no CPT
CC(=O)c1cccc(NC(=O)C(C)OC(=O)c2cccc(S(=O)(=O)N3CCN(C)CC3)c2)c1 (stereo not given)	0%	x	-1%
CSc1ccccc1NC(=O)CN(c1ccccc1Br)S(C)(=O)=O	4%	22%	u
CCC1Oc2ccc(C)cc2N(CC(=O)N(Cc2ccncc2)Cc2ccco2)C1=O (stereo not given)	9%	u	u
NNC(=O)C(Cc1ccc(O)cc1)N1Cc2ccccc2C1=O (stereo not given)	x	-13%	19%
O=C(O)Cc1ccc2c(c1)N(S(=O)(=O)c1cccc(C(F)(F)F)c1)CC(C(=O)O)O2 (stereo not given)	4%	5%	-1%
C=CCn1c(Oc2ccccc2F)nc2c1c(=O)n(C)c(=O)n2C	4%	2%	-26%
CCc1nc(SCC(=O)N2CCCC2)c2ccccc2n1	2%	14%	-10%

Next section.
Structure	TDP1 inh	N370S GC mod	DT40 TDP1 no CPT
CCNS(=O)(=O)c1ccc(NS(=O)(=O)c2cc(C)ccc2C)cc1	2%	0%	-4%
Cc1ccc(-n2nc3c(=O)n(CC(=O)NCCC(C)C)nc(C)c3c2C)cc1	6%	x	3%
Cc1nc(C(F)(F)F)c(C(=O)NC(=O)Nc2ccc(OC(F)(F)F)cc2)s1	2%	19%	u
COC(=O)c1ccc(NC(=O)C23CCC(C)(C(=O)O2)C3(C)C)cc1 (stereo not given)	4%	8%	-19%
O=C(O)c1cc([N+](=O)[O-])cc2c1nnn2O	0%	-10%	-28%
Cc1cnn2c(C3CC3)ccnc12	6%	-1%	-1%
CC(C)CN(C)Cc1c(C(=O)N2CCc3ccccc3C2)nc2ccc(Cl)cn12	-3%	-11%	21µM*
O=C(NCCn1cc(SCc2ccccc2)c2ccccc21)c1ccccc1F	1%	-15%	u
Cc1ccc(S(=O)(=O)N2CCC(C(=O)Nc3ccc(S(=O)(=O)N4CCCC4)cc3)CC2)cc1	x	1%	15µM*
CC[C@]12c3[nH]c4cc(-c5ccco5)ccc4c3CCN1C(=O)[C@@H](CC(=O)NCCCn1ccnc1)C[C@@H]2C(=O)N1CCN(C(=O)c2ccco2)CC1	2%[56.1 µM]	x	2%
CCOc1ccc(NCc2cccn2-c2nnc(N3CCC(C(=O)NCCc4ccc(OC)c(OC)c4)CC3)s2)cc1	6%	x	10µM*
O=C(CSc1nncn1-c1cccnc1)N(c1ccccc1)c1ccccc1	-3%	20%	-23%
COc1ccc(OC)c(-c2nc(C)sc2CC(=O)O)c1	5%	3%	-11%
C=CCNC(=S)Nc1ccc(OC)c(S(=O)(=O)N2CCOCC2)c1	4%	5%	-1%
CNc1nc(C)c([N+](=O)[O-])c(Nc2ccc(OC)cc2)n1	x	-1%	23µM*
COc1ccc(N=c2oc3cc(O)ccc3cc2C(=O)NCC2CCCO2)c(OC)c1 (stereo not given)	-6%	9%	u
O=C(NCCCn1ccnc1)/C(=C\c1cccnc1)NC(=O)c1ccccc1Br	5%	-2%	2%
CCOC(=O)c1c(NC(=O)CSc2nnc3c(n2)[nH]c2ccc(F)cc23)sc(C(C)=O)c1C	-1%	1%	-24%
CC(C)(C)OC(=O)N/N=C/c1cccc([N+](=O)[O-])c1	7%	13%	8%
Cc1cc(C)n(-c2nc(N(C)C)nc(N(C)C)n2)n1	1%&8%	1%	15µM*
Cn1c(CN2CCOCC2)nc2cc(NC(=O)COc3ccccc3)ccc21	3%	-20%	u
COc1cc2c(cc1OC)C(c1cccc(Cl)c1Cl)CC(=O)N2 (stereo not given)	5%	4%	-17%
Clc1ccccc1CN1CCN(CCCc2ccccc2)CC1	1%	-1%	-25%
O=C(NCc1ccc(Cl)c(Cl)c1)c1cccnc1	3%	0%	-24%
CC(=O)c1c(C)[nH]c2ccccc2c1=O	0%	-12%	-16%
CSc1ccccc1NC(=O)COc1ccc(Cl)cc1C	-3%	-6%	u
CCCCCCCCCCC[N+](C)(C)CC/C=C1/c2ccccc2Sc2ccc(Cl)cc21	x	u	2.6µM*
COc1ccccc1CNc1nc(-c2ccco2)nn1S(C)(=O)=O	-3%	x	u
Cc1ccc(NC(=O)CN2C(=O)NC(Cc3c[nH]c4ccccc34)C2=O)cc1S(=O)(=O)N1CCCCC1 (stereo not given)	5%	-2%	21µM*
COc1cc2[nH]c(=S)n(Cc3ccc(C)cc3)c(=O)c2cc1OC	1%	-7%	u
O=C(O)CCC(=O)Nc1ccc(F)cc1	-5%	2%	-9%
Cc1c(Br)c([N+](=O)[O-])nn1CC(=O)NCc1ccco1	0%	4%	10%
